aDG glyco act: activators of alpha-DG glycosylation, primary screen, uHTS, Pro5-aDG cells, AlphaScreen. actives 0.22% (n = 360,000). AID 624168, 2012. activation, % at 10 µM. alpha-DG glycosylation AlphaScreen (IIH6); 0% Pro5, 100% B10-LARGE cell signal;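 active means activation of at least 8% versus controls, or a plate z-score of at least 8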;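 further: Pro5 are CHO cells carrying HIG-tagged alpha-DG that lacks glycosylation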
Vif imaging: HIV Vif self-association inhibitors, primary screen, imaging, HEK293T, single point | inhibition, % at 7.49 µM | HEK293T cells, Vif self-association by quenched fluorescence, 24 h | actives 0.35% (n = 340,000); in the data active means inhibition above about 50%, passing the limit was not always enough; further: some results filed as inactive read as strong as hits
PDI turbidity: inhibitors of human PDI, primary screen, biochemical, turbidity, single point, plate reader; PDI insulin aggregation turbidity, A650, 90 min; Protein disulfide-isomerase (Homo sapiens), P07237; actives 0.052% (n = 350,000); inhibition, % at 10 µM;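 active means mean inhibition across replicates of 30% or more, whatever share of single replicates reach that level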;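 further: absorbance from insulin aggregation driven by PDI reduction with DTT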
MC4R barr agon: MC4R agonists recruiting beta-arrestin, primary screen, cell-based, luminescence, agonist arm of biased-ligand search. activation, % at 8.9 µM. Melanocortin receptor 4 (Homo sapiens), P32245. actives 0.98% (n = 360,000). U2OS MC4R beta-arrestin complementation; percent of melanotan II response, DMSO zero;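 active means activation above a per-plate cutoff, the mean activation of sample wells on that plate plus 3 SD, cut at about 8% in these data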
Target sequence (P32245 whole entry, looked up): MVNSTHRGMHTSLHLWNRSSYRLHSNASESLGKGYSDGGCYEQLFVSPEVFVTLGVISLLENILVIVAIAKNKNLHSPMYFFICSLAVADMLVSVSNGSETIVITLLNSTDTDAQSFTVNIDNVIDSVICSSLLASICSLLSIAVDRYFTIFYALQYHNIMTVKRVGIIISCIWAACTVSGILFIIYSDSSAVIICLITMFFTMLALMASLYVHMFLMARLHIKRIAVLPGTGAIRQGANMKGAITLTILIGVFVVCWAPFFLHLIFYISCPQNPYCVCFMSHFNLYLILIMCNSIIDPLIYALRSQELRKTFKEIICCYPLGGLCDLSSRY
Glyco luc inh: increase of ERlucT glycosylation luciferase signal, primary screen, N-linked glycosylation inhibitor project, D54 ERlucT cells, luminescence, set 2. D54 ERlucT glycosylation luciferase reporter, 24 h; percent of 100 nM tunicamycin response. reporter increase, % at 12.5 µM. actives 0.23% (n = 360,000). AID 588692, 2011;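 active means mean luciferase reporter signal, scaled so untreated is 0 and the glycosylation-blocking control 100, at or above a set limit in every replicate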;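 further: luciferase carries N-glycosylation sites so blocking glycosylation raises the light; 0% = median of neutral control wells and 100% = median of 100 nM tunicamycin wells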
ABCB6 inh MLPCN: ABCB6 transporter inhibitors, primary screen, K562-ABCB6 cells, flow cytometry, MLPCN library. fluorescence ratio to DMSO, % at 10 µM. ATP-binding cassette sub-family B member 6 (Homo sapiens), Q9NP58. actives 0.19% (n = 360,000). K562-ABCB6 porphyrin accumulation, 1 h; active compounds read low. AID 602162, 2011;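 active means fluorescence ratio to DMSO below 75%, the collection mean minus 3 SD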;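 further: signal is porphyrin accumulated inside mitochondria; 100% equals median channel fluorescence of DMSO control wells; lower ratio means ABCB6 inhibition with less porphyrin fluorescence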
HTR2A ag: mouse Htr2a agonists via beta-arrestin recruitment, primary screen, cell-based, luminescence | CHO-K1 mHTR2A beta-arrestin complementation; percent of 30 µM serotonin response | AID 624169, 2012 | activation, % at 7.6 µM | actives 0.66% (n = 360,000);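 active means activation above a run cutoff, the mean activation of all tested compounds plus 3 SD, cut at about 14% in these data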;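 further: 0% = plate median of compound wells and 100% = 30 µM serotonin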
Target sequence (P35363 whole entry, looked up): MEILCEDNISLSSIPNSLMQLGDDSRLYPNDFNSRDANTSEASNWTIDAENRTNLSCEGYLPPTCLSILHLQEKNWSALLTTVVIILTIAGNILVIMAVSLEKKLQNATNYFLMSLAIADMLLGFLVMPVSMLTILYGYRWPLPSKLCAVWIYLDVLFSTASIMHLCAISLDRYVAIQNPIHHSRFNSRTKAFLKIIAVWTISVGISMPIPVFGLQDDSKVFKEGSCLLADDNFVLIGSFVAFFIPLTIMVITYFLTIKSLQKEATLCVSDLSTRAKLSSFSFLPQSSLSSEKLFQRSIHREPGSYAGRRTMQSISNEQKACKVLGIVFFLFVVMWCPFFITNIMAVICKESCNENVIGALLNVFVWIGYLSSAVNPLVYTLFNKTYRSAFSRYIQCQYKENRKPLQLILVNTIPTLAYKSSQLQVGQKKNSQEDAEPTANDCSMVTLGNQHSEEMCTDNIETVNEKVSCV
MC4R antag cAMP: MC4R antagonists of cAMP signaling, primary screen, cell-based, TR-FRET, antagonist arm of biased-ligand search; MC4R-expressing cells, MTII-stimulated cAMP, LANCE TR-FRET; inhibition, % at 6.5 µM; actives 0.48% (n = 360,000);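 active means inhibition above its plate's cutoff, the mean of tested wells on that plate plus 3 SD, cut at about 29% in these data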;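 further: 0% = Melanotan II alone and 100% = Melanotan II plus saturating MCL0020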
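System: U2OS cells stably expressing human melanocortin 4 receptor (MC4R). Reagent: Melanotan II challenge after compound preincubation. Doses: 6.5 µM. Times: 30-min compound, 1-h challenge, 1-h detection, room temperature. Measured by: TR-FRET with Eu-cAMP and labeled anti-cAMP, 671 nm. Replicates: singlicate.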
Cardio protect: cardioprotection against H2O2-induced cell death, primary screen, uHTS, H9c2 cells, ATPLite luminescence; H9c2 cardiomyocytes, H2O2 injury protection, 2 h; protection from H2O2 cell death, % at 20 µM; actives 0.63% (n = 360,000); AID 588492, 2011;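 active means compounds giving at least 50% protection of heart cells from peroxide-induced death in the single-dose screen, raw or plate-pattern-corrected value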;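 further: 0% = DMSO wells with peroxide and 100% = DMSO wells without peroxide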
CaV13 FRET inh: Primary screen for inhibitors of IQ motif and Ca2+-dependent inactivation inhibitor domain binding in CACNA1D, Förster resonance energy transfer in living cells, …; HEK cells, CFP/YFP FRET ICDI-IQ, plate reader, 10 min; percent FRET-ratio fall versus neutral wells; inhibition, % at 12.3 µM; actives 0.098% (n = 340,000); AID 743397;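 active means mean replicate inhibition of at least 30% and at least 1% of replicates passing that level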;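 further: 0% = median of the neutral control wells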
Active calls of the source: *; / = no result given.

SMILES	aDG glyco act	Vif imaging	PDI turbidity	MC4R barr agon	Glyco luc inh	ABCB6 inh MLPCN	HTR2A ag	MC4R antag cAMP	Cardio protect	CaV13 FRET inh
CC(C)CCN1CCN(CCCc2ccccc2)CC1CCO (centres undefined)	-0.1	10.6	-2.6	-0.6	-0.5	94.0	1.5	-2.3	5.9	-2.7
O=C(CCNS(=O)(=O)c1ccc(OC(F)(F)F)cc1)N1CCN(S(=O)(=O)c2cccc(F)c2)CC1	0.2	6.5	-0.8	-2.9	-0.6	104.0	-6.6	-2.9	10.1	-6.0
CCCN(S(=O)(=O)c1ccccc1F)S(=O)(=O)c1ccccc1Br	-0.1	0.8	-0.4	6.8	0.3	100.0	-2.6	16.2	-9.8	-3.0
CC(=O)Nc1cccc(C(=O)OCc2ccc([N+](=O)[O-])cc2)c1	0.1	16.5	-9.8	-0.8	-2.0	104.0	-1.3	-4.2	3.4	-4.4
CC(=O)Nc1sc(N/N=C\c2ccco2)nc1-c1cccs1	0.0	-5.7	-2.0	3.5	-1.5	97.0	1.7	-3.8	5.9	-3.4
COCCCNC(=O)c1ccccc1NS(=O)(=O)c1ccc(C)cc1	0.0	0.3	9.5	-1.4	-1.5	108.0	-6.5	-2.6	19.2	/
CCOC(=O)COc1nc(C)c(Br)c(OC)n1	-0.3	10.5	4.5	-0.8	1.3	102.0	-3.4	0.9	1.5	-7.0
CC(=O)c1cccc(CN2CCC(C(=O)Nc3ccc(Oc4cccnc4)cc3)CC2)c1	0.9	-5.2	-1.9	-3.2	-4.0	97.0	-4.0	5.3	0.0	-6.3
Cc1ccc(S(=O)(=O)N(CC(=O)O)Cc2ccccc2)cc1	0.0	-7.1	0.6	-3.0	1.0	99.0	-0.1	-0.2	-3.5	-4.7
Cc1ccc(OCC(=O)c2ccc3c(c2)CCCC3)cc1C	-0.2	2.0	12.0	0.8	-0.7	96.0	-3.8	-5.0	-11.0	-4.6
O=C(CN1C(=O)c2ccccc2C1=O)Nc1ccc2c(c1)OCO2	0.2	/	-2.5	-2.6	2.8	104.0	-0.5	8.3	4.5	-2.7
Cc1cccc(NC(=O)CCSc2nncn2C)c1	0.1	15.8	-4.0	-2.0	1.6	101.0	0.5	-0.4	2.1	-4.6
Nc1ncnc2c1ncn2[C@@H]1O[C@H](C(=O)N2CCSC2)[C@@H](O)[C@H]1O	0.4	9.6	/	/	1.2	96.0	-2.7	/	-3.0	-5.4
COc1ccc(-c2noc(N3CCC(C(=O)NCCCN4CC(C)CC(C)C4)CC3)n2)cc1 (centres undefined)	0.8	-3.1	2.7	-2.7	-5.0	96.0	-0.1	8.4	-1.3	-13.5
COc1ccc(OC)c(Nc2ccc(C(=O)O)cc2[N+](=O)[O-])c1	0.0	6.9	-3.6	-1.8	4.2	108.0	4.0	17.5	-0.8	-6.5
COc1ccc(CNS(=O)(=O)c2cc3c(cc2Cl)NC(=O)CO3)cc1	-0.3	7.4	/	0.5	0.8	99.0	-7.1	1.2	4.5	-6.3
CCOC(=O)N1CCN(C(=O)c2ccc3ccccc3c2)CC1	0.0	2.1	1.9	-2.2	2.1	123.0	0.8	-0.7	-3.6	-1.0
COc1ccc([C@@H]2[C@@H]3C(=O)N(C(C)(C)C)C(=O)[C@@H]3[C@]3(CC(C)C)C(=O)N(c4ccccc4)C(=O)N23)cc1	-0.1	0.2	-2.8	-1.7	-1.0	103.0	1.3	2.3	4.0	7.1
CC(Cc1ccccc1)NC(=O)C1(c2ccccc2)CCOCC1 (centres undefined)	-0.3	2.1	11.7	-1.8	0.4	100.0	1.3	-1.3	5.6	-5.8
CCOc1ccc2nc(N(CCN(CC)CC)C(=O)c3ccc([N+](=O)[O-])cc3)sc2c1	0.0	-0.4	-1.7	0.6	-1.1	102.0	-5.5	7.3	2.6	-6.5
CCCNC(=O)c1ccc2c(=O)c(O)c(-c3ccc(Cl)c([N+](=O)[O-])c3)[nH]c2c1	0.2	7.6	-5.2	-0.1	-11.0	94.0	8.4	1.9	68.3*	-5.8
CCC(=O)N1N=C(c2cccs2)CC1c1ccco1 (centres undefined)	-0.2	5.4	-3.0	-0.4	0.7	104.0	0.7	0.1	0.6	-4.3
COc1ccc(S(=O)(=O)Nc2ccc3c(c2)C(=O)N([C@@H](C)CO)C[C@@H](C)[C@H](CN(C)C(=O)CCCN(C)C)OCCCC[C@H](C)O3)cc1	0.0	-0.1	-12.0	-0.3	0.2	101.0	0.3	14.7	-5.0	/
COc1ccc(CCN2CCCC(CN(C)Cc3cc(Cl)c(O)c(OC)c3)C2)cc1 (centres undefined)	0.1	5.9	-0.5	1.0	-2.6	100.0	1.1	22.5	9.0	0.7
CCOc1ccc(N(C)C(=O)CCc2nnc3ccc(N4CCCCC4)nn23)cc1	1.3	-2.1	4.6	-2.3	1.2	100.0	-0.2	0.6	0.0	-4.9

Remaining list, next part:
SMILES	aDG glyco act	Vif imaging	PDI turbidity	MC4R barr agon	Glyco luc inh	ABCB6 inh MLPCN	HTR2A ag	MC4R antag cAMP	Cardio protect	CaV13 FRET inh
O=C(Nc1cccnc1)/C(N=Nc1ccc(Cl)c(C(F)(F)F)c1)=C(\O)c1ccccc1	0.0	-8.3	-6.5	1.8	-8.2	93.0	4.9	11.8	-5.0	-7.7
CCOC(=O)c1c(Nc2ccccc2)sc(/C=C2\C=Nc3ccccc32)c1O	-0.4	-3.2	-0.5	14.9*	1.3	96.0	-2.1	3.8	3.5	/
COC(=O)Cc1ccc(NC(=S)NCc2ccc(F)cc2)cc1	-0.1	-8.9	-2.4	0.2	0.0	84.0	-0.5	-6.1	-1.4	-2.9
COc1ccccc1NC(=O)N(Cc1cc2cc(OC)c(OC)cc2[nH]c1=O)CC1CCCO1 (centres undefined)	0.3	-9.4	-9.6	-0.1	1.6	105.0	4.0	9.3	37.2	/
CC(C)(C)NC(=O)CSc1nc(N)c(NC(=O)c2ccccc2F)c(=O)[nH]1	0.0	-4.6	3.9	0.6	0.6	97.0	-1.9	1.4	-4.7	-6.4
N#Cc1ccccc1S(=O)(=O)N1CCN(Cc2cccs2)CC1	-0.1	-1.9	-6.1	-0.6	-2.7	97.0	5.7	13.7	9.1	-5.7
O=S1(=O)CCC(NC(=S)N2CCOCC2)C1 (centres undefined)	0.2	-2.2	3.6	-1.5	4.0	101.0	0.7	15.5	7.3	-3.0
O=C(NCc1cccnc1)c1nc(-c2cccs2)no1	0.1	0.6	12.1	-0.1	4.0	96.0	3.6	15.8	1.2	4.1
COc1ccc(Cc2c(-c3cccc(Cl)c3)nc3ccc(Cl)cn23)c(C)c1	0.0	/	/	/	-1.4	108.0	-5.0	/	-1.7	-7.8
Cc1ccccc1-c1n[nH]c(=S)n1/N=C/C=C/c1ccco1	-0.2	13.0	-2.7	-2.8	2.2	103.0	-1.1	4.7	8.1	-3.0
CCOc1ccc(C(=O)C(C)OC(=O)Cn2c(C)csc2=O)cc1 (centres undefined)	-0.1	/	0.5	-1.6	1.2	97.0	-2.8	11.1	-1.6	-5.5
Cc1nc2ccccc2n1CC(=O)OCC(=O)NCCc1ccccc1	-0.3	-9.2	-2.9	-0.5	1.1	101.0	3.2	6.2	8.0	/
CN(C)S(=O)(=O)c1cccc(NC(=O)COC(=O)COc2ccc(Br)cc2)c1	-0.1	16.1	3.3	-2.6	0.4	94.0	1.5	7.5	4.2	-4.9
CCOC(=O)/C(=N\Nc1ccccc1Cl)N1CCN(c2ccccc2OC)CC1	-0.2	/	3.0	-0.3	-2.4	98.0	0.0	29.3*	-3.7	9.4
CCc1cccc(NC(=O)CCCCCC2NC(=O)NC2C)c1 (centres undefined)	-0.5	0.7	1.5	0.7	1.5	93.0	3.4	2.6	-3.0	-1.0
CC(C)Nc1nc(NCCOc2ccccc2Cl)c2sc(-c3ccccc3)cc2n1	1.7	-2.4	1.8	1.4	-5.0	93.0	-4.3	16.6	-27.8	-7.5
COc1cccc(-n2c(SCC(=O)Nc3ccc4c(c3)CCC4)nc3ccccc3c2=O)c1	0.2	-1.4	-1.6	-0.5	-10.1	100.0	-1.4	4.6	-4.4	-5.2
O=S(=O)(c1ccc(Br)s1)N1CCN(c2ccnc3cc(Cl)ccc23)CC1	0.6	-9.2	1.8	0.3	-8.8	94.0	1.6	6.1	-12.5	-4.7
COc1ccc(-c2cc(C(=O)N3CC(C)CC(C)C3)c3ccccc3n2)cc1OC (centres undefined)	0.0	9.7	-8.0	-1.6	-2.7	100.0	-1.7	15.9	10.9	-1.9
CC1(C)Oc2ccc(C(=O)N/N=C/c3ccc(O)cc3)cc2NC1=O	0.0	108.8*	5.6	-0.3	-0.9	83.0	2.2	-0.5	16.6	-5.4
O=C(C1CC1)N1N=C(c2cccc(Br)c2)CC1(O)C(F)(F)F (centres undefined)	-0.1	13.0	-1.9	1.2	-0.7	92.0	2.9	6.5	-9.6	-4.1
Cc1nc(-c2cccc(NS(C)(=O)=O)c2)cs1	-0.1	1.2	-7.3	-0.2	4.3	98.0	-0.1	0.0	5.9	-6.5
CCOC(=O)CCCNC(=O)CCCNC(=O)C(c1ccccc1)c1ccccc1	0.0	/	3.8	-1.5	-2.5	103.0	-1.1	11.5	2.5	-7.5
Cc1ccc(S(=O)(=O)Nc2ccccc2F)cc1C(=O)NCCCN1CCCC1=O	-0.5	-0.8	10.5	-1.1	-0.5	91.0	1.1	14.2	-0.9	-3.2
Cc1ccc2[nH]c(C(=O)N3CCOCC3)cc2c1	-0.1	-1.7	-1.0	0.3	-0.1	101.0	3.0	3.2	2.4	-4.3
CCCCNC(=O)Cn1cnc2sc(C(=O)OCC)c(C)c2c1=O	0.1	/	-0.7	-1.9	-0.7	100.0	0.1	-2.6	2.2	-4.0

Compound activity (PubChem BioAssay)
